Source: PubChem BioAssay (National Center for Advancing Translational Sciences (NCATS))
p53ts 32C kill = cytotoxicity in p53ts cells at permissive temperature; Potency, µM (series often up to 46.1 µM), for inactives: at the highest dose activity change, negative = cytotoxicity, actives largely listed as cytotoxic; H1299-p53A138V at 32C, ATP luminescence viability, 24 h; 0.93% of 130,000 active; AID 924;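 further: 0% = DMSO and -100% = full killing by reference compound; nearly all actives have a fitted effect of over 55% in size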
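ATP-content luminescence (ATPlite) read-out after 24 h compound exposure at 32C in H1299-p53A138V cells (600/well). Tested up to 46 uM. Normalized to DMSO (0%) and 100 uM tamoxifen (100% killing); Hill-fit AC50.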
p53ts 39C kill = p53ts cell cytotoxicity, nonpermissive temperature. H1299-p53A138V viability at 39C, ATP luminescence, 24 h. 1.5% of 130,000 active. Potency, µM (top dose mostly 46.1 µM), for the others: at the top dose activity change, negative = cell killing, hits mostly cytotoxic; further: nearly all actives have a fitted effect of over 55% in size
Peg3 imprint = inducers of genomic imprint erasure in mouse ES cells. AID 1948. mouse ES Peg3-LacZ reporter, beta-gal luminescence, 40 h. Potency, µM (doses to about 60.7 µM), inactives show top-dose activity change, positive = activation, actives largely listed as activators. 0.02% of 110,000 active;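 further: 0% = negative control wells on the plate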
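Gelatin-coated wells received 300 freshly trypsinized female ES cells with a Peg3LacZ-Neo reporter on the maternal allele, then incubated 40 hours at 37C. BetaGlo was added for 5 minutes at room temperature before a single luminescence read.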
IkB sig inh = IkB pathway inhibition in ABC-DLBCL cells; ABC-DLBCL IkBa-CBG/CBR dual luciferase ratio, 4 h; response scale: scaled: untreated 0%, proteasome inhibitor 100%; Potency, µM (doses to about 57.1 µM), inactives show at the top dose IkBa stabilization activation; 0.04% of 110,000 active; active means well fitted curve in the direction sought with a large enough effect in the signal ratio, not every such curve was filed as active; inconclusive means small, poorly fitted or top-dose-only effect, or a change in a side signal; the % refers to the signal ratio;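 further: the direction sought is a rising ratio; 0% = basal untreated cells and 100% = reference inhibitor full response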
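In this assay, an IκBα–CBG68 fusion accumulates when IKK-driven degradation is blocked; native CBR normalizes for cell number. OCI-Ly3 cells were treated 4 h with compound and doxycycline, then green and red light read after Chroma-Glo addition.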
* = called active by the depositor; ? = inconclusive; . = not tested or not shown; [ ] = dose if it differs, or a comment. Unless noted, the call rests on the fitted dose curve; in most records, active means well fitted curve in the direction sought with a large enough effect; inconclusive means small, poorly fitted or top-dose-only effect, or another doubt; inactive means no such curve, though single readings can be large; an effect the other way counts as inactive or inconclusive. Unless noted, on the % scale 0 is the no-effect control and ±100 the full control effect; potency means the concentration at half of the fitted maximal effect. Rows were taken by chance; 1.7% or so of the library scored in one or more.

| SMILES | IkB sig inh | Peg3 imprint | p53ts 39C kill | p53ts 32C kill |
| --- | --- | --- | --- | --- |
| CC(=O)Nc1ccc(S(=O)(=O)NCCS(=O)(=O)N2CCN(c3ccccc3F)CC2)cc1 | ? | -12%[10.9 µM] | 22% | 0% |
| Cc1nc2nc(NC(=O)C(C)C)[nH]n2c(=O)c1Cc1ccccc1 | -2.9% | -2%[10.9 µM] | 5% | -1% |
| COc1ccc(Cc2nc3ccc(C(=O)NCCc4ccc(OC)c(OC)c4)cc3o2)cc1 | ? | -12%[10.9 µM] | -18% | -13% |
| c1ccc(-n2c(SCc3nc(-c4cccs4)no3)nnc2-c2ccco2)cc1 | ? | -22% | 2% | -9% |
| Cc1cccc(NC(=O)CSc2nc(=O)n(Cc3ccco3)c3c2CCC3)c1C | ? | -18%[10.9 µM] | -9% | -5% |
| O=C(NC1CC(=O)N(c2cccc(F)c2)C1)c1ccc2c(c1)OCO2 (configuration not stated) | 0.6% | -10%[10.9 µM] | 2% | -1% |
| CC(=O)C1=C(O)C(=O)N(Cc2cccnc2)C1c1ccc(C)cc1 (configuration not stated) | . | . | 21% | 5% |
| CCn1c(SCC(N)=O)nnc1-c1ccco1 | 0.7% | -2% | 7% | 4% |
| COC(=O)c1cccc(N2C(=O)C(Cl)=C(N3CCOCC3)C2=O)c1 | 17% | -23% | -3% | -5% |
| Cc1cc(C(=O)Nn2cnnc2)cs1 | 1.5% | ? | 10% | 0% |
| COc1cccc(-n2cc(C(=O)NCCc3cccc(C)c3)c3ccccc3c2=O)c1 | 1.8% | -8%[10.9 µM] | -9% | 9% |
| COc1cc(-n2nnnc2SCC(=O)N2CCN(c3ccc(F)cc3)CC2)c(OC)cc1Cl | 4.7% | -15% | 5% | -6% |
| COc1ccc(N2CCN(S(=O)(=O)c3ccc4c(c3)C(C(C)C)C(=O)N4)CC2)cc1 (configuration not stated) | ? | -15%[10.9 µM] | -2% | 9% |
| O=C(Cn1nc(-c2ccc(Cl)cc2)ccc1=O)NCCc1ccccc1 | ? | -10%[10.9 µM] | -29% | 0% |
| CCOc1ccc2nc(NCCNC(=O)Nc3ccccc3)c(C#N)cc2c1 | -1.1% | -17% | -14% | -16% |
| COC(=O)c1ccc(C(NC(=O)OCc2ccccc2)/C(=C/[C@@H](C)C(=O)NCc2cc(C)n(C)n2)c2cccnc2)cc1 (some centres not stated) | . | 0% | 2% | 3% |
| Cc1c(Cl)cccc1NC(=O)CCCCCN1C(=O)CCC1=O | -0.7% | -17% | 6% | 7% |
| Cc1ccc(CCN2C(=O)CCC2(C)C(=O)NC2CCCC2)cc1 (configuration not stated) | -1.4% | -14% | 5% | -6% |
| Cc1ccccc1C(=O)NC1CCN(CC(=O)Nc2nccs2)CC1 | -0.7% | 0% | -6% | -9% |
| CCN(CC)c1ccc(NS(=O)(=O)c2ccc3c(c2)oc(=O)n3C)c(C)c1 | 2.2% | -16% | 4% | 1% |
| COc1cc(C(=O)NCC(c2ccc(N(C)C)cc2)N2CCc3ccccc32)cc(OC)c1OC (configuration not stated) | ? | -6%[10.9 µM] | -8% | -11% |
| CCCCOCCCNC(=O)Cc1ccccc1OC | 2.0% | -11% | 6% | 5% |
| COc1cccc(NC(=O)C2CCCN(S(=O)(=O)c3cccc4nonc34)C2)c1 (configuration not stated) | 1.1% | -6%[10.9 µM] | -5% | 4% |
| O=S(=O)(C/C(=C/CO)S(=O)(=O)c1ccccc1)c1ccccc1 | ? | -28% | ? | ? |
| CCCCOc1ccc(OC(=O)c2sc3ncn(Cc4cccc(F)c4)c(=O)c3c2C)cc1 | 6.0% | -9%[10.9 µM] | 7% | 9% |
| CC1CCN(C(=O)CN(CCc2ccccc2)S(C)(=O)=O)CC1 | 1.3% | -15% | 1% | 7% |
| Cc1cnc(C(=O)OCC(=O)Nc2cccc(Cl)c2)cn1 | 0.6% | -6% | -8% | 2% |
| O=C(CSc1nc2c(cnn2-c2ccccc2)c(=O)[nH]1)N1CCOCC1 | -2.4% | 12% | 6% | 7% |
| CC(C)NC(=O)c1n[nH]c(=O)c2ccccc12 | -1.2% | -8% | -2% | -6% |
| Cc1ccc(CNS(=O)(=O)c2cc3c(cc2C)N(C)CCO3)cc1 | 46% | -8%[10.9 µM] | 19% | -1% |
| COC(=O)c1cc(C(=O)OC)cc(N2C(=O)CC(Sc3nc(C)cc(C)n3)C2=O)c1 (configuration not stated) | 3.2% | -4% | -4% | 4% |
| COc1ccccc1CCNC(=O)C(=O)NCC(c1cccs1)S(=O)(=O)c1cccs1 (configuration not stated) | -0.1% | -11%[10.9 µM] | -5% | 11% |
| CCc1ccc(NC(=O)CN2C(=O)c3ccccc3Sc3ccc(C(=O)N4CCCC4)cc32)cc1 | 0.5% | -19%[10.9 µM] | 12% | 20% |
| O=C1C=CC(=O)C2=C1C1c3ccccc3C2c2ccccc21 | . | -73%[inhibitor] | ? | ? |
| Nc1nc(CN2CCN(c3ccc(F)cc3)CC2)nc(N2CCCc3ccccc32)n1 | ? | -5% | -10% | -5% |
| CCOc1ccc(/C=C/c2nc(C#N)c(N3CCC(C)CC3)o2)cc1 | ? | -6%[10.9 µM] | -20% | 17% |
| CC(C)CC(=O)Nc1ccc(Oc2ccc(NC(=O)CC(C)C)cc2)cc1 | . | . | 11% | 14% |
| Cc1ccc(C)c(CN2C(=O)CSc3ccc(C(=O)NCc4ccccc4)cc32)c1 | -0.1% | -6%[10.9 µM] | 14% | 9% |
| Cc1ccc(Cl)cc1NC(=O)C1CCN(S(=O)(=O)c2cccc3nonc23)CC1 | 2.5% | -3%[10.9 µM] | -23% | -7% |
| COc1ccccc1N1CCN(C(=O)c2ccc(Br)s2)CC1 | 1.2% | -9% | -9% | 7% |
| Cc1cc(N)c2ccccc2[n+]1CCCCCCCCCC[n+]1c(C)cc(N)c2ccccc21 | 0.5% | -46%[inhibitor] | 22% | 31%[activator] |
| COC(=O)c1ccc(C2NC(=O)NC(C)=C2C(=O)N(C)C)cc1 (configuration not stated) | 0.2% | -3% | -12% | 4% |
| O=C(CSCC(=O)OCn1nnc2ccccc2c1=O)Nc1ccc(Cl)cc1 | 18% | -12% | -2% | 1% |
| O=C(Nc1nncs1)c1ccccc1Br | -0.3% | -3% | -4% | 1% |
| CCOC(=O)c1c(C)nc2cc(C)ccn12 | -6.8% | -24% | 0% | 0% |
| Cc1ccc2nc3sc(C(=O)N4CCOCC4)c(N)c3cc2c1 | ? | -34%[inhibitor] | 6.3µM* | 6.3µM* |
| O=C1CC(N2CCN(c3ccc(C(=O)c4ccc(F)cc4)cc3)CC2)C(=O)N1 (configuration not stated) | -0.6% | -20% | 8% | -5% |
| CC(=O)N1CCN(Cc2ccc(Br)s2)CC1 | . | . | 0% | 5% |
| COc1ccc(C2C3=C(N=C4SCC(=O)N42)c2ccccc2CC3)cc1 (configuration not stated) | -0.1% | -21% | 7% | 12% |
| Fc1ccc(C(c2nnc(-c3ccccc3)o2)N2CCN(c3cccc(Cl)c3)CC2)cc1 (configuration not stated) | ? | -9%[10.9 µM] | -15% | 6% |
| COc1ccc(CCNS(=O)(=O)c2ccc(N3CCCCS3(=O)=O)cc2)cc1OC | -0.1% | -7%[10.9 µM] | -11% | -7% |
| Cc1ccccc1C(=O)NCCc1sc(-c2ccc(Cl)cc2)nc1C | ? | -7%[10.9 µM] | -10% | 1% |
| CC(=O)NC(C)C12CC3CC(CC(C(=O)O)(C3)C1)C2 (configuration not stated) | 0.3% | -3% | 9% | 9% |
| CCc1ccc(Cn2nnc(C(=O)Nc3ccc(OC)cc3OC)c2N)cc1 | -1.5% | -5% | -10% | -4% |
| Cc1c(NC(=O)CSc2nnc(-c3ccco3)n2-c2ccccc2)c(=O)n(-c2ccccc2)n1C | 1.9% | -7% | 0% | 6% |
| CCOc1ccc(CCNC(=O)C2CCCN(c3nnc(C)c4c(C)n(-c5ccccc5)nc34)C2)cc1 (configuration not stated) | ? | -8%[10.9 µM] | 3% | -2% |
| COc1ccccc1N1CCN(c2nc3ccccc3nc2C(C#N)C(=O)OC(C)C)CC1 (configuration not stated) | -3.3% | -15% | 5% | 11% |
| O=C(CN(Cc1ccccc1C(F)(F)F)C(=O)CNC(=O)c1ccco1)NC1CCCC1 | 0.1% | 4% | -4% | 10% |
| Cc1ccc(C)c(N(C)C(=O)COc2cc(=O)n(C)c3ccccc23)c1 | 0.3% | -15% | 3% | 4% |
| CCc1cccc(C)c1NC(=O)Cn1cc2c(n1)CCCC2 | ? | -11%[10.9 µM] | 0% | -4% |

Single records, as listed above. Screens in order: IkB sig inh	Peg3 imprint	p53ts 39C kill	p53ts 32C kill
Profile of COC(=O)c1cc(C(=O)OC)cc(N2C(=O)CC(Sc3nc(C)cc(C)n3)C2=O)c1 (configuration not stated) = 3.2%	-4%	-4%	4%
Profile of Cc1ccccc1C(=O)NC1CCN(CC(=O)Nc2nccs2)CC1 = -0.7%	0%	-6%	-9%
Profile of O=S(=O)(C/C(=C/CO)S(=O)(=O)c1ccccc1)c1ccccc1 = ?	-28%	?	?

Other records
| SMILES | IkB sig inh | Peg3 imprint | p53ts 39C kill | p53ts 32C kill |
| --- | --- | --- | --- | --- |
| CCc1ccc(CNC(=O)Cn2nc(C)n3c(cc4cc(C)ccc43)c2=O)cc1 | 1.9% | -6%[10.9 µM] | -8% | -7% |
| CCCS(=O)(=O)N1CCC(C(=O)NCCCOC)CC1 | 0.1% | -3% | -4% | 1% |
| Cc1cc(C)n(C(=O)C2CCCN2S(=O)(=O)c2ccc(Cl)cc2)n1 (configuration not stated) | 6.2% | -11% | -15% | -2% |
| CCCc1nn2c(=O)cc(COC(=O)c3ccc(NC(=O)c4cccs4)cc3)nc2s1 | -1.1% | -10%[10.9 µM] | 6% | -1% |
| O=C(O)c1nn(-c2ccccc2-c2n[nH]c(=O)[nH]c2=O)c(=O)[nH]c1=O | -0.4%[11.4 µM] | ? | 6%[9.22 µM] | 1%[9.22 µM] |
| COc1ccc(-c2cc(C)no2)cc1S(=O)(=O)Nc1c(C)cc(C)cc1C | 1.7% | -8%[10.9 µM] | 2% | 23% |
| Cc1ccc(C)c(N2CCN(c3cc(C)nc4nnnn34)CC2)c1 | -1.5% | 2% | 6% | -1% |
| O=C(OCc1nnc(-c2ccccc2)o1)c1ccc2c(c1)C(=O)N(CCc1ccccc1)C2=O | 0.5% | -4% | -3% | -9% |
| CCOC(=O)c1sc(C)nc1C1CCN(C(=O)OCC)CC1 | -0.3% | 0% | -5% | 2% |
| COc1cc(C2C(=O)N(C3CCCCC3)CC(=O)N2C2CCCCC2)ccc1OC(C)C (configuration not stated) | 0.2% | -13%[10.9 µM] | -13% | 9% |
| CCOC(=O)c1c(NC(=O)CCCOc2ccc(Cl)cc2)sc2c1CCC2 | 4.0% | -3%[10.9 µM] | 6% | 7% |
| COc1cccc(C2N(c3cccc(Cl)c3)C(=O)C3CCCN32)c1OC (configuration not stated) | 1.0% | -16% | 5% | 3% |
| CCC(=O)N(Cc1cc2cc(C)c(C)cc2[nH]c1=O)C1CCCCC1 | 1.4% | -11% | 0% | 9% |
| COc1ccc(CCC(=O)NCCc2csc(-c3ccc(F)cc3)n2)cc1 | 0.7% | -13%[10.9 µM] | -6% | 0% |
| CCOc1ccccc1-n1nnnc1SCC(=O)NC(=O)NCc1ccco1 | ? | -16% | -9% | 6% |
| COCCOC(=O)c1ccccc1C(=O)OCCOC | 4.6% | 6% | -2% | -7%[1.84 µM] |
| COc1cccc(C(=O)Nc2ccc3nc(SCC(=O)N4CCc5ccccc54)sc3c2)c1 | ? | -14%[10.9 µM] | -30% | -25% |
| CCN1C(=O)c2cccc3c(S(=O)(=O)NCCCN4CCOCC4)ccc1c23 | 3.5% | -17% | -11% | -2% |
| CCN1CCN(c2nc3c(c(=O)n(C)c(=O)n3C)n2Cc2cccc3ccccc23)CC1 | 1.4% | 4% | 8% | 8% |
| O=S(=O)(c1ccc(-c2cc(C(F)(F)F)on2)s1)N1CCN(c2ccccc2)CC1 | -3.5% | -9%[10.9 µM] | -9% | -1% |
| O=C(NC1CCCCCC1)c1c(O)c2cccc3c2n(c1=O)CCC3 | 0.3% | -1% | 14% | 10% |
| CSc1ncc(Cl)c(C(=O)N(Cc2ccc(N(C)C)cc2)Cc2ccco2)n1 | ? | -12%[10.9 µM] | -1% | 9% |
| CC(C)(SCc1ccccc1)[C@H](N)C(=O)O | 0.4%[11.4 µM] | -8%[10.9 µM] | 2%[9.22 µM] | -9%[9.22 µM] |
